Compound activity (PubChem)
SENP1 FRET inh = human SENP1 catalytic domain inhibitors, primary screen, biochemical, FRET, uHTS. Sentrin-specific protease 1 (Homo sapiens), Q9P0U3. recombinant SENP1 catalytic domain, CyPet-SUMO1-YPet FRET cleavage. inhibition, % at 10 µM. hit rate 0.21% among 360,000. AID 624204, 2012;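 active = inhibition at least 30% at 10 µM, raw YFP signal under a set limit, fluorescence ratio 0.5 to 1.5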;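 also: 0% = enzyme with DMSO and 100% = no enzyme wells; some results filed as inactive read as strong as hits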
Target sequence (Q9P0U3 419-644 limits assumed): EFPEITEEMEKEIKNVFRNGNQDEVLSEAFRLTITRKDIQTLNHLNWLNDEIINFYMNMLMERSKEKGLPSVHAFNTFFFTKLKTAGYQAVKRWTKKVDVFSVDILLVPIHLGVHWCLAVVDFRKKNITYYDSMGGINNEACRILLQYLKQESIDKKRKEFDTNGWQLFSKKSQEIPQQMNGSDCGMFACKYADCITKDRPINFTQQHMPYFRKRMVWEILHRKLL
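Assay system: hSENP1 catalytic domain, recombinant. Amount: SENP1 enzyme, 20 pM final. Schedule: 50 min reaction, RT, dark. Technique: FRET, CFP and YFP emission. Control set: no-enzyme wells low, DMSO-plus-enzyme wells high control.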
SENP8 block-1 = SENP8 protease inhibitors, primary screen, biochemical, luminescence. inhibition, % at 10 µM. Sentrin-specific protease 8 (Homo sapiens), Q96LD8. hit rate 1.2% among 330,000. AID 2540, 2010. purified SENP8, Z-RLRGG-aminoluciferin cleavage; in the data active = inhibition above about 50%
Target sequence (Q96LD8 whole entry, looked up): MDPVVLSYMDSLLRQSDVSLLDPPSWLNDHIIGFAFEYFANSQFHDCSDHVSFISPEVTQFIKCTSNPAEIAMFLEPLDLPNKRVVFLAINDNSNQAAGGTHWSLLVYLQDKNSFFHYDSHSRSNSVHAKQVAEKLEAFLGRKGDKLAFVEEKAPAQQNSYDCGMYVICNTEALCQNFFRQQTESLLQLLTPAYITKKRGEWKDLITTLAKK
HKDC1 inh = HKDC1 hexokinase inhibitors, primary screen, biochemical, fluorescence, uHTS | recombinant HKDC1, G6PDH/diaphorase resazurin coupled fluorescence | inhibition, % at 20 µM | hit rate 0.16% among 340,000 | Q2TB90;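 active = inhibition above about 35% when tested at 20 µM, limit read from the data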;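 also: plate controls were DMSO wells with enzyme for no effect and DMSO wells lacking enzyme for full effect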
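Test system: HK5 enzyme. Quantity: 5 µg/mL HK5 final. Reagent: glucose and ATP substrates. Schedule: 90 min reaction incubation at room temperature, dark. Technique: resazurin-to-resorufin fluorescence via G6PDH and diaphorase coupling, 525/613 nm. Control set: DMSO wells with and without enzyme mix.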
PfG6PD inh = PfG6PD enzyme inhibitors, primary screen, biochemical, fluorescence intensity, uHTS. AID 504690, 2011. hit rate 0.78% among 350,000. inhibition, % at 20 µM. glucose-6-phosphate dehydrogenase-6-phosphogluconolactonase (Plasmodium falciparum 3D7). PfGluPho enzyme, NADPH resazurin-diaphorase fluorescence;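 active = inhibition reaching at least a set limit at 20 µM in the primary screen, cut at about 59% in these data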;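 also: 0% = DMSO wells with substrate and 100% = DMSO wells lacking glucose-6-phosphate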
SENP7 block = SENP7 protease inhibitors, primary screen, biochemical, luminescence, uHTS | inhibition, % at 5 µM | hit rate 1.5% among 330,000 | recombinant SENP7, Z-RLRGG-aminoluciferin luminescence, 40 min | Sentrin-specific protease 7 (Homo sapiens), Q9BQF6;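 active = inhibition above about 50% at the single test dose, limit read from the data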;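 also: plate controls were DMSO with enzyme for no effect and no enzyme buffer wells for full effect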
Target sequence (Q9BQF6 706-1050 limits assumed): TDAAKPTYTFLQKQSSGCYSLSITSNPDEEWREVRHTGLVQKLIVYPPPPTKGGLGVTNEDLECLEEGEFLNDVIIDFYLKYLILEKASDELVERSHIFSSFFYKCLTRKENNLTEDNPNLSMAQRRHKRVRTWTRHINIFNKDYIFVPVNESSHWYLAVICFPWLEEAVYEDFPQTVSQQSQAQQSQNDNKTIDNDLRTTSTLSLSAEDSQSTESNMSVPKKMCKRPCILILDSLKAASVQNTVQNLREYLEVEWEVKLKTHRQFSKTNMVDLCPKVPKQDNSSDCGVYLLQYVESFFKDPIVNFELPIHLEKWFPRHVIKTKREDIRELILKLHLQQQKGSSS
UBC13 polyUb = UBC13 polyubiquitin chain formation inhibitors, primary screen, biochemical, TR-FRET, uHTS; Ubiquitin-conjugating enzyme E2 N (Homo sapiens), P61088; inhibition, % at 20 µM; hit rate 0.47% among 330,000; in the data active = inhibition above about 45%, passing the limit was not always enough
Target sequence (P61088 whole entry, looked up): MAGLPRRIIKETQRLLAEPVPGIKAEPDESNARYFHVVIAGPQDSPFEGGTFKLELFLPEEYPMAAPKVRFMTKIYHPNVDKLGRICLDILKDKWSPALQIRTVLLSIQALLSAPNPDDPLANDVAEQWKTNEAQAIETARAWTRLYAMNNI
MIN6 prolif = inducers of MIN6 beta-cell proliferation, primary screen, ATP luminescence, uHTS; MIN6 cells proliferation, ATPlite luminescence, 48 h; cells starved in 0.2% serum; 100% = growth in 10% serum; proliferation, % at 10 µM; hit rate 0.29% among 330,000; AID 2380, 2010;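 active = compounds whose signal lies at least 3.5 SD above the mean of all wells on their plate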;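 also: 0% = DMSO-treated cells in low-serum medium and 100% = 10% serum control; some compounds called inactive have numbers as strong as hits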
SENP6 block = SENP6 protease inhibitors, primary screen, biochemical, luminescence, uHTS | Recombinant SENP6 catalytic domain, aminoluciferin luminescence | hit rate 1.8% among 330,000 | Sentrin-specific protease 6 (Homo sapiens), Q9GZR1 | inhibition, % at 10 µM;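 active = inhibition above about 50% at the single tested dose, limit read from the data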;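 also: plate controls were DMSO wells with enzyme for no effect and DMSO wells lacking enzyme for full effect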
SENP8 block-2 = human SENP8 protease inhibitors, primary screen, biochemical, fluorescence, Nedd8 protein substrate, uHTS. Sentrin-specific protease 8 (Homo sapiens), Q96LD8. AID 602440, 2012. inhibition, % at 20 µM. hit rate 0.64% among 360,000. recombinant SENP8; in the data active = inhibition mostly above about 40%, no sharp cut-off; inactive = mostly below about 27%
* hit, by the source's call; i = inactive; / = no result given. Rows were taken by chance, and some 4% of all compounds hit somewhere here.

SMILES,SENP1 FRET inh,SENP8 block-1,HKDC1 inh,PfG6PD inh,SENP7 block,UBC13 polyUb,MIN6 prolif,SENP6 block,SENP8 block-2
COc1ccc(CC(=O)Nc2ccc(S(=O)(=O)Nc3nccs3)cc2)cc1,2,-11,-3,-14,-1,-10,-6,-4,6
Cc1cccc2cc(CN(C(=O)c3cnccn3)C3CCCCC3)c(Cl)nc12,1,-10,-2,-3,-12,-5,-5,-7,5
O=C1N/C(=N\N=C\c2ccccn2)SC1Cc1cccc(SC(F)F)c1 (stereo not drawn),2,4,-10,-24,0,-4,-5,-10,9
CCc1ccc(C(O)(CC(C)C)C(CN2CCOCC2)c2ccccc2)cc1 (stereo not drawn),0,6,1,16,-1,8,-7,21,10
O=C(Nc1ccc2c(c1)OCCO2)c1ccc(Br)cc1,1,59*,2,52,61*,3,-3,71*,-7
Cc1cc(C(=O)N2CCCC(N3CCN(c4cccc(Cl)c4)CC3)C2)no1 (stereo not drawn),1,12,-7,-5,-2,-11,-1,8,7
COc1ccc(-c2ccc3oc(-c4ccc(OC)cc4)c(-c4cc(OC)c(OC)c(OC)c4)c3c2)cc1,3,6,-2,-5,6,-1,-6,1,i
Cc1ccc2nc(SCC(=O)Nc3ccc(C)c([N+](=O)[O-])c3)[nH]c2c1,2,-5,0,-5,1,11,-2,-13,20
CCOC(=O)c1ncn2c1CN(C)C(=O)c1cc(F)ccc1-2,0,6,1,-14,0,4,7,3,6
COc1ccc(/C=C2/C(=O)N=C3SCCN32)cc1,-2,-1,-6,7,-2,5,2,-12,10
Cc1nc(SCc2ccc(C(=O)O)cc2)c2c(C)c(C)sc2n1,4,-8,5,-41,7,-4,-3,11,19
Cc1nc(CS(=O)(=O)c2ccc(Cl)cc2)cc(N2CCOCC2)n1,-2,-5,-2,-2,-9,7,-1,-20,24
Cc1ccc(C)c(N2CCN(S(=O)(=O)c3ccc4c(c3)CCN4C(=O)CCC(=O)O)CC2)c1,1,-5,5,-53,2,-14,0,-17,13
COc1ccccc1CNC(=O)COc1cccc(-n2cnnn2)c1,0,9,-4,1,4,2,3,2,14
CCOC(=O)c1c(C)[nH]c(C)c1C(=O)CSc1nnc(-c2ccncc2)n1Cc1ccccc1,0,0,-4,-28,8,4,-1,3,14

The results go on.
SMILES,SENP1 FRET inh,SENP8 block-1,HKDC1 inh,PfG6PD inh,SENP7 block,UBC13 polyUb,MIN6 prolif,SENP6 block,SENP8 block-2
O=C(CN1CCOCC1)N/N=C/c1c(O)ccc2ccccc12,-63,-4,-17,-3,-3,-3,-3,-8,-12
O=C(Nc1ccccc1)/C(=C/c1ccc([N+](=O)[O-])cc1)NC(=O)c1ccco1,0,8,2,-11,6,-4,-1,-2,-1
CC(C)N1C(=O)CC(Nc2ccc(N3CCOCC3)cc2)C1=O (stereo not drawn),4,-6,-5,12,-9,-15,0,-5,13
Cc1nonc1OCCn1c([N+](=O)[O-])cnc1C,0,-7,-4,-6,-12,-8,1,-1,0
COc1ccc(S(=O)(=O)Nc2ccc(NC(C)=O)cc2)cc1[N+](=O)[O-],3,-1,-7,5,5,3,-4,0,15
O=C(Cn1ncn2c(cc3sccc32)c1=O)NC1CCCC1,1,2,-3,-4,0,-4,-1,4,4
Cc1cccc(Cc2c(C)[nH]c(=O)c(C#N)c2C)c1,0,-12,-9,4,-8,-5,0,-20,-101
CC(C(=O)N1CCc2ccccc21)N(C)CC(=O)Nc1ccc(F)cc1 (stereo not drawn),0,10,0,4,0,6,-2,-19,4
O=C(c1ccc([N+](=O)[O-])cc1)N1CCN(C(=O)c2cccnc2)CC1,-2,-8,-9,-2,-19,-8,-4,0,3
CSCCC(NC(=O)COc1ccccc1)C(=O)OCCOc1ccc(F)cc1 (stereo not drawn),1,-7,-1,14,-6,2,-2,3,8
Cc1noc(C)c1S(=O)(=O)N(C)CC(=O)NCc1ccccc1,-4,1,-2,-9,-4,2,-2,-15,12
CCN(Cc1nc2ccccc2c(=O)[nH]1)Cc1cc(=O)oc2cc(C)c(C)cc12,-27,0,-1,9,1,-2,-1,-7,-10
N/C(COc1ccc(C(=O)O)cc1)=N\O,3,1,-6,-19,9,-1,0,-9,18
Cc1cc(OCCN2CCOCC2)ccc1[N+](=O)[O-],5,8,-6,-6,4,0,0,7,24
COc1ccc(CN2CCN(CCc3ccccc3)C(CCO)C2)cc1Cn1cncn1 (stereo not drawn),0,-11,-8,-10,-3,-2,-1,-16,-3

More structures:
SMILES,SENP1 FRET inh,SENP8 block-1,HKDC1 inh,PfG6PD inh,SENP7 block,UBC13 polyUb,MIN6 prolif,SENP6 block,SENP8 block-2
O=C(Oc1ccc(-c2ccccc2)cc1)N1CCCCC1,0,18,4,15,33,1,-1,53*,0
CCN1CCN(C(c2cccs2)C(C)NC(=O)c2cccc(OC)c2OC)CC1 (stereo not drawn),-4,-3,-13,0,5,4,2,1,12
CCCCOc1ccc(C(=O)N(C)CC(=O)Nc2ccc(C)cc2)cc1,1,4,-2,-3,-3,-3,-3,-29,20
Cc1nc2ccccn2c1/C(O)=C1\C(=O)C(=O)N(CCN2CCOCC2)C1c1cccs1 (stereo not drawn),-16,0,-6,8,-10,5,3,-4,15
CCOc1ncccc1C(=O)OCC(=O)c1ccc(Br)s1,3,29,1,-7,48,1,-1,34,27
CS(=O)(=O)c1ccccc1-c1nnc(NC(=O)c2cccc(N3C(=O)CCC3=O)c2)o1,0,0,-3,-6,7,-15,2,-13,5
COc1cc(/C=c2\s/c(=C\C(=O)C(C)(C)C)[nH]c2=O)cc(OC)c1OC,-23,-6,3,-19,1,-15,-1,-1,-123
COCCNC(=O)/C(C#N)=C/c1ccc(OCC(=O)NC2CCCCC2)cc1,-4,4,-10,3,2,-8,1,-14,6
Cc1ccc(NC(=O)C(=O)NCCN2CCN(S(C)(=O)=O)CC2)cc1C,1,7,-2,-2,5,-6,-1,8,1
COc1ccc(C(=O)Nc2nnc(-c3ccco3)s2)cc1,-3,78*,-7,9,95*,0,-3,88*,-293
CCn1c(C(=O)O)c(CC(=O)Nc2cccc(C(F)(F)F)c2)c2ccccc21,3,-5,-1,7,5,-3,-4,-1,20
COCC(C)N1CCC(Oc2ccc(C(=O)N3CCCC3)cc2)CC1 (stereo not drawn),-2,-1,-5,-9,-4,0,5,-2,7
CCOC(=O)c1c(N)sc(C(O)(C(F)(F)F)C(F)(F)F)c1-c1ccc(Cl)cc1,-2,-15,5,10,-9,-5,-6,-7,4
CC(=O)Nc1nc(SCc2cccc3ccccc23)n[nH]1,3,9,-5,9,-3,4,-1,4,14
COc1ccc(-c2cc(C(=O)Nc3c(C)n(C)n(-c4ccccc4)c3=O)no2)cc1,-1,-1,11,-2,2,5,3,1,23

(list continues)
SMILES,SENP1 FRET inh,SENP8 block-1,HKDC1 inh,PfG6PD inh,SENP7 block,UBC13 polyUb,MIN6 prolif,SENP6 block,SENP8 block-2
Nc1nnc(CCOc2ccc(Cl)cc2)s1,2,-8,-5,-6,-10,-8,-1,0,7
N/C(=N\NC(=O)c1cccs1)c1cc2cc(Cl)ccc2oc1=O,0,3,-9,-19,4,-3,1,9,-1
NC(=O)c1ccc(NC(=O)CN2CCN(S(=O)(=O)c3ccc4ccccc4c3)CC2)cc1,-3,-1,-3,-19,6,7,-4,-6,5
COC(=O)CSC(C(=O)Nc1ccc(C)c(C)c1)c1ccccc1 (stereo not drawn),-1,-10,-3,7,-3,1,-2,-22,16
Cc1ccc2c(c1)C(=O)C(=O)N2CC(=O)Nc1ccccc1NC(=O)c1ccccn1,6,1,6,-10,-2,-26,-4,-11,26
COCCN(CC(=O)Nc1cccc(C)c1)S(=O)(=O)c1ccc(S(=O)(=O)N2CCCC2)cc1,-1,4,0,-14,4,6,1,-20,16
O=C(CSc1nnc(NC(=O)C2CC2)s1)NCc1ccco1,-2,-8,-4,17,-4,-8,-2,-1,12
O=C(NC(C(=O)N/N=C/c1cc([N+](=O)[O-])ccc1O)c1n[nH]c(=O)c2ccccc12)c1ccccc1 (stereo not drawn),-12,-9,-11,-46,-3,-21,-3,-13,19
N#Cc1c(NC(=O)c2ccc(Cn3cc(Br)cn3)o2)sc2c1CCCCCC2,-8,2,13,14,-1,7,-6,1,-127
COc1ccc(C(=O)COC(=O)c2cc([N+](=O)[O-])ccc2N2CCOCC2)c(OC)c1,1,7,-1,13,-5,-4,12*,2,5
CCOC(=O)C1=C(C)N(CCC(=O)O)C(=O)NC1c1ccccc1Cl (stereo not drawn),0,11,1,-25,-6,1,2,-1,15
COc1ccccc1-n1c(SCC(=O)NC2CC2)nc2ccccc2c1=O,-3,-3,2,15,-1,-1,0,-24,8
CCCC(=O)Nc1ccc(C2C(=O)c3ccccc3C2=O)cc1,-1,56*,-4,-1,-4,-33,-5,75*,4
CCOc1ccc(OCCN2CCCCC2)cc1,3,-2,-6,23,6,-6,-2,7,-1
CN1CCC[C@H]1CCNc1ccc2c(=O)c3ccccc3n(C)c2c1,-23,/,32,54,/,/,/,/,-380

New compounds follow
SMILES,SENP1 FRET inh,SENP8 block-1,HKDC1 inh,PfG6PD inh,SENP7 block,UBC13 polyUb,MIN6 prolif,SENP6 block,SENP8 block-2
CCOC(=O)[C@@H]1[C@H]2COc3cc(OC)ccc3[C@@H]2N2C(=O)N(c3cccc(Cl)c3)C(=O)[C@]12C,4,4,6,15,-1,-2,-7,-3,6
CCn1c2ccccc2c2cc(NC(=O)COC(=O)c3ccccc3F)ccc21,3,-8,8,1,2,-5,0,-12,-2
CC1Cc2ccccc2N1C(=O)CSc1nc2ccccc2s1 (stereo not drawn),2,3,-4,37,-2,6,-3,1,3
CC(C)CNc1nc(Oc2ccc(=O)[nH]n2)nc(N2CCOCC2)n1,2,2,-13,-5,2,3,0,6,0
O=C(NCCCN1CCCC1=O)c1ccc(NS(=O)(=O)c2ccc(F)cc2)cc1,1,-5,-5,-4,-3,2,6,3,6
CCn1c(=S)[nH]c2cc(C(=O)O)ccc21,/,4,/,/,11,5,2,-4,/
COC(=O)Cn1cc([N+](=O)[O-])nc1C,-1,2,-15,-11,6,2,-1,-5,10
COc1ccccc1NC(=O)c1ccc(S(=O)(=O)N(C)c2ccccc2)cc1,3,-4,1,-9,7,2,-2,-9,19
CCOc1cc(/C=C2\C(=O)N(c3cccc(C(=O)O)c3)N=C2C(F)(F)F)ccc1OCC(=O)Nc1ccccc1OC,/,24,/,/,-3,-12,-2,13,/
COc1cc(O)c(C(CCN2CCCC(C)C2)c2ccc3c(c2)OCO3)c(OC)c1 (stereo not drawn),2,-7,9,20,10,2,-6,-9,10
Cc1cc(C)c2c(c1)C(=O)/C(=C/c1ccc(C(=O)O)cc1)CC2,3,75*,12,-37,5,2,-3,92*,10
